Tau fibril ThT = inhibitors of human tau fibril formation, thioflavin T binding | Potency, µM (highest dose often 57.4 µM), inactives show at the highest dose activity, negative = inhibition, actives largely listed as inhibitors | 2.1% of 270,000 active | recombinant tau K18 P301L (four-repeat tau fragment), heparin-induced fibrillization, ThT fluorescence | P10636; further: nearly all actives have a fitted effect of over 55% in size
Target sequence (P10636 561-689 P618L limits assumed): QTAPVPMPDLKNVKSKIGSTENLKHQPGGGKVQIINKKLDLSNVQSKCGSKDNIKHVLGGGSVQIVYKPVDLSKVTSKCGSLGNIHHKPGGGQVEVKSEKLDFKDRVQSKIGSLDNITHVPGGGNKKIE
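Aggregation was driven by heparin (20 uM final) acting on recombinant tau […] bearing P301L in 100 mM sodium acetate pH 7; fibrils were detected with Thioflavin T.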
RGS12 GoLoco inh = blocks human Gai1 binding to RGS12 GoLoco peptide, red readout. P63096. 0.44% of 230,000 active. Potency, µM (series often up to 61.6 µM), for the others: at the top dose activity, negative = inhibition, actives largely listed as inhibitors. Gai1:RGS12 GoLoco peptide FP, rhodamine, 10 min; active means well fitted inhibition curve with a large enough effect, not every such curve was filed as active; inactive means no such curve, though single readings can be large or run the other way; further: nearly all actives have a fitted effect of over 30% in size; many of its hits are not listed in these tables
KDM4E inh = inhibitors of human JMJD2E histone demethylase; B2RXH2; JMJD2E catalytic domain, FDH-coupled NADH fluorescence (FDH is formaldehyde dehydrogenase); Potency, µM (titrated, usually from 57.1 µM), for the others: top-dose activity change, negative = inhibition, hits mostly inhibitors; 1.6% of 230,000 active; AID 2147; active means well fitted inhibition curve with a large enough effect, not every such curve was filed as active; inconclusive means small, poorly fitted or top-dose-only effect, or another doubt; inactive means no such curve, though single readings can be large or run the other way;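 further: 0% = wells with enzyme and -100% = buffer wells without enzyme; nearly all actives have a fitted effect of over 50% in size; many of its hits are not listed in these tables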
TR SRC2 fluor cs = Texas Red fluorescence interference in TRb-SRC2 counter-screen; 0.29% of 280,000 active; Potency, µM (doses to about 106 µM), inactives show at the highest dose fluorescence change, negative = quenching; TRb/SRC2 Texas Red total fluorescence interference; active means well fitted curve in either direction with a large enough effect; inconclusive means small, poorly fitted or top-dose-only effect
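Human TRb ligand-binding domain at 0.6 uM with 20 nM Texas Red SRC2 peptide in Tris buffer containing 1 uM T3 and 5% DMSO, incubated with compound 5 h at ambient temperature. Total fluorescence (555/632 nm) calculated as parallel + 2 × perpendicular.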
TRb SRC2 PPI = disrupts binding of human TR beta to SRC2. P10828. TRbeta-SRC2 peptide binding, fluorescence polarization; receptor liganded with 1 µM T3. Potency, µM (highest dose often 106 µM), inactives show at the highest dose activity change, negative = inhibition, hits mostly inhibitors. 0.065% of 280,000 active. AID 1469;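 further: plate controls were bound peptide for no effect and peptide without receptor for full effect; nearly all actives have a fitted effect of over 50% in size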
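Binding of a 20-amino-acid Texas Red SRC2 peptide (20 nM) to TRb ligand-binding domain (0.6 uM) with agonist T3 at 1 uM was followed by fluorescence polarization after a 5 hr room-temperature incubation.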
L3MBTL1 inh = L3MBTL1 (human) inhibition; Q9Y468; AlphaScreen L3MBTL1–H3K9me1 peptide binding; Potency, µM (highest dose often 57.1 µM), without a hit: top-dose activity, negative = inhibition, hits mostly inhibitors; 0.66% of 230,000 active; further: nearly all actives have a fitted effect of over 60% in size
Target sequence (Q9Y468 whole entry, looked up): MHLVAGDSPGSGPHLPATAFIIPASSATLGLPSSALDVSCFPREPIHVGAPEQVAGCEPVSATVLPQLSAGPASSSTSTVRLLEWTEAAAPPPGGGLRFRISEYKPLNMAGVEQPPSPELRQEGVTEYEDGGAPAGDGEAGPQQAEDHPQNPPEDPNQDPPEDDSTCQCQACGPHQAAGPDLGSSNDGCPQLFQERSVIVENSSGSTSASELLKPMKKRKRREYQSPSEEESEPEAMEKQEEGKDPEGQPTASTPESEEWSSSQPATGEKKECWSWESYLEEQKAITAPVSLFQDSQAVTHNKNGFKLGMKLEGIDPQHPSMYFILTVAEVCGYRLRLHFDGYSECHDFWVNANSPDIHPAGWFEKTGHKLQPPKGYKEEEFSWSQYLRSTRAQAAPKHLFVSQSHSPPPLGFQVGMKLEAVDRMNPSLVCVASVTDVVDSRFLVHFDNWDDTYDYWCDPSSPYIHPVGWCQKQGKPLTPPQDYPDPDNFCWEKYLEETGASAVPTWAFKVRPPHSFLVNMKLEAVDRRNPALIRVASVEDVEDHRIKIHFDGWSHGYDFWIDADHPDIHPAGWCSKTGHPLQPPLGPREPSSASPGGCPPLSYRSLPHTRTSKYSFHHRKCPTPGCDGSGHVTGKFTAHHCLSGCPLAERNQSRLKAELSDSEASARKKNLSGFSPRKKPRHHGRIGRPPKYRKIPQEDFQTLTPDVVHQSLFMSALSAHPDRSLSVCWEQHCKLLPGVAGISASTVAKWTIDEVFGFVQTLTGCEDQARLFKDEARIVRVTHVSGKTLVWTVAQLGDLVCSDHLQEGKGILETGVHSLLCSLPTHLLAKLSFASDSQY
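Displacement of a biotinylated histone H3(1-15) peptide monomethylated at Lys9 (75 nM) from L3MBTL1 (50 nM) was measured by AlphaScreen after a 30 min room-temperature compound incubation; cefsulodin titration served as intraplate control.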
RECQ1 inh = RECQ1 (human) helicase inhibition; RECQ1 DNA unwinding, red fluorescence kinetic read; Potency, µM (highest dose often 57.3 µM), for inactives: top-dose activity, negative = inhibition, hits mostly inhibitors; 0.54% of 240,000 active;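 further: plate controls were vehicle for no effect and no enzyme for full effect; nearly all actives have a fitted effect of over 30% in size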
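50 nM RECQ1T1 preincubated 15 min with compound in Tris pH 8.0 buffer with MgCl2, DTT, Tween-20 and 2.5 ug/ml poly(dI-dC); started with 200 nM TAMRA/BHQ-2 forked duplex and 2 mM ATP. Unwinding read as fluorescence (525/598 nm), two reads 2 h apart.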
Tau fibril FP = tau fibrillization inhibition (FP); P10636; K18 P301L tau heparin fibrillization, Alexa594 FP, 6 h; Potency, µM (titrated, usually from 57.7 µM), for inactives: top-dose activity, negative = inhibition, hits mostly inhibitors; 0.39% of 280,000 active; AID 1468; further: nearly all actives have a fitted effect of over 55% in size
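Human tau K18 […] P301L fragment, 15 uM unlabeled plus 0.24 uM Alexa 594-labeled tau (final), with compound and 20 uM heparin in 100 mM sodium acetate pH 7; 6 hr at 37 C, then Alexa 594 FP read.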
* marks the source's active call; other numbers are inactive results; i = inactive; ? = inconclusive; / = no result given; & = joins results of further samples; [ ] = another dose, or the depositor's remark. Unless noted, the call rests on the fitted dose curve; in most records, active means well fitted curve in the direction sought with a large enough effect; inconclusive means small, poorly fitted or top-dose-only effect, or another doubt; inactive means no such curve, though single readings can be large; an effect the other way counts as inactive or inconclusive. Unless noted, on the % scale 0 is the no-effect control and ±100 the full control effect; potency means the concentration at half of the fitted maximal effect.

Values in the order: TRb SRC2 PPI, L3MBTL1 inh, RECQ1 inh, KDM4E inh, TR SRC2 fluor cs, Tau fibril ThT, Tau fibril FP, RGS12 GoLoco inh
- O=C(COc1ccccc1[N+](=O)[O-])Nc1ccc2c(c1)OCO2
  -0.7%, -17.0%, i, 3.9%, -1.4%, -12.2%, 5.3%, 9.2%
- Cc1ccc(OCC(=O)NC(=S)Nc2cccc(NC(=O)c3ccccc3Cl)c2)cc1
  -2.7%, 6.2%, -1.2%, 9.9%, -3.9%, 3.3%, -2.9%, 15.0%
- CCOC(=O)c1noc2ncn(CC(=O)Nc3ccccc3OC)c(=O)c12
  -4.9%, /, /, /, ?, 2.0%, -0.9%, /
- Cc1nn(CC(=O)O)c(=O)c2cc3cc(F)ccc3n12
  6.4%, /, /, /, 6.7%, -1.9%, -2.6%, /
- O=C(CCN1CCOCC1)Nc1cccc(Br)c1
  1.4%, /, 5.8%, 2.6%, -4.2%, -0.9%, 4.4%, 4.5%
- CCOC(=O)c1cc(-c2cccnc2)nn1-c1ccccn1
  -1.1%, -0.3%, -2.2%, -3.2%, -1.3%, -8.9%, 0.7%, 0.8%
- Cc1ccc(C)c2sc(NC(=O)c3ccc(S(=O)(=O)N4CCC(C)CC4)cc3)nc12
  -4.6%, /, /, /, -0.9%, 13.9%, ?, /
- Cc1[nH]c2ccc(F)cc2c1CCN(Cc1cccnc1)C(=S)Nc1cccc(F)c1
  -7.8%, -5.1%, -2.8%, 7.6%, -2.0%, -13.2%, 13.0%, 4.2%
- COc1ccccc1-c1cc(C(=O)N2CCCCC2)no1
  5.7%, 4.4%, -1.1%, -4.6%, 1.7%, 4.4%, 2.1%, 7.0%
- COc1ccccc1NC(=O)CSc1nnc(CNC(=O)c2ccco2)o1
  -5.9%, /, i, 10.8%, -0.5%, -7.3%, 5.3%, -6.4%
- COc1cc(/C=C(\C#N)C(=O)NCC2CCCO2)ccc1OCCC(C)C (stereo unspecified)
  ?, -5.8%, 11.8%, -14.9%, -1.1%, -11.0%, 2.0%, 2.9%
- S=C(Nc1ccccc1)Nc1ccc2cn[nH]c2c1
  -7.4%, 19.2%, -4.4%, ?, -8.6%, 8.91µM*, -12.0%, 8.3%
- O=C(COc1ccc(Br)cc1CO)Nc1ccccc1F
  -0.3%, 8.4%, i, 6.1%, 0.7%, -6.4%, -4.2%, -1.5%
- Cc1ccc(N(CC(=O)Nc2cccc(F)c2)S(=O)(=O)c2cccs2)cc1
  -2.2%, /, /, /, -0.3%, ?, ?, /
- Nc1ccc2nc3c(=O)n(CCc4ccccc4)c(=O)[nH]c3nc2c1
  -6.0%, /, -1.2%, 1.78µM*, -9.3%, /, ?, 17.8µM*
- COc1cc(/C=N/NC(=O)Cn2nnc3ccccc32)ccc1O
  6.2%, /, -12.7%, -21.3%, 0.2%, -7.3%, 4.3%, -4.4%
- O=C(NCCCn1ccnc1)/C(=C\c1cccnc1)NC(=O)c1ccco1
  5.7%, -25.7%, 4.9%, -2.5%, -0.8%, 2.9%, 6.8%, 9.2%
- COc1cc(C(=S)N2CCOCC2)cc(OC)c1OC
  0.7%&-5.7%, /, -5.2%, 9.0%, -0.8%&1.4%, /, 10.9%, 1.3%
- CC1CCc2sc(C(=O)NCc3ccc(F)cc3)cc2C1 (stereo unspecified)
  -3.4%, /, -14.9%, -2.4%, -5.4%, -15.7%, -1.1%, -0.2%
- CCCNc1nc2ccccc2c(=O)[nH]1
  3.4%, /, -0.4%, ?, 1.6%, -3.6%, 7.1%, -14.3%
- Cc1cccc(C)c1NC(=O)c1cc(-c2ccccn2)nc2ccccc12
  0.8%, -11.4%, 0.0%, -23.1%, 0.1%, -10.4%, -12.3%, 5.1%
- Cc1ccccc1-c1nn2c(=O)cc(CN3CCN(C(=O)/C=C/c4ccccc4)CC3)nc2s1
  -7.9%, /, /, /, 0.3%, ?, -1.4%, /
- CCN1CCN(C(CNC(=O)c2ccc3c(c2)OCO3)c2cccnc2)CC1 (stereo unspecified)
  -6.0%, -3.8%, 5.4%, 1.6%, -0.8%, -4.9%, -3.0%, 7.3%
- COc1cc(-c2cc(OC)c3c(C)oc(C)c3c(=O)c2)ccc1OC(=O)c1cccc(Cl)c1
  ?, /, /, /, 501µM*[quencher], -13.4%, 2.8%, /
- CCOC(=O)c1sc(NC(=O)C2CC2)cc1C
  4.1%, 22.6%, i, -0.7%, 2.5%, -9.1%, 0.0%, -8.9%
- CCCN1C(=O)/C(=C/c2ccc(N3CCCC3)c(C)c2)NC1=S
  6.4%, ?, 5.6%, -13.1%, 3.1%, ?, ?, 177.2%[activator]
- CCOC(=O)N1CCN(C(=O)c2ccccc2NC(C)=O)CC1
  4.3%, 1.6%, 9.2%, -33.5%, -2.1%, ?, -4.0%[2.34 µM], 14.2%
- CCCN(CCC)S(=O)(=O)c1ccc(C(=O)Nc2nc(-c3ccccc3)c(C(=O)OCC)s2)cc1
  1.8%, -4.4%, -10.2%, 12.3%, -3.9%, -5.0%, -7.9%, /
- CCc1ccc(-n2c(SCC(=O)Nc3ccc(C(=O)O)cc3)nnc2-c2ccncc2)cc1
  -3.5%, 3.5%, -8.7%, -8.1%, -0.1%, 1.1%, 1.2%, 7.6%
- Cc1ccc(C2c3c(C)nn(-c4ccc([N+](=O)[O-])cc4)c3N=C3C(=O)Nc4ccccc4N32)cc1 (stereo unspecified)
  0.6%, -1.0%, -7.4%, -15.1%, -2.5%, ?, -5.7%, 7.3%
- COc1cccc(C(=O)Nc2ccc(F)cc2F)c1
  4.1%, 1.1%, -4.0%, 4.6%, -5.2%, -11.8%, 4.4%, 1.6%
- Cc1ccc(-n2ncc3c(=O)n(CC(=O)OCc4ccccc4)cnc32)cc1
  4.0%, 2.5%, -8.4%, ?, 1.2%, -4.5%, 0.2%, 2.4%
- O=C(Nc1cc(Cl)cc(Cl)c1)c1coc(=O)c(Br)c1
  7.6%, ?, ?, ?, 0.3%, ?, -10.2%, 43.2%[activator]
- CCCCCCN1C(=O)C(O)=C(C(C)=O)C1c1ccccc1[N+](=O)[O-] (stereo unspecified)
  -7.5%, -10.0%, 32.4%[activator], -3.2%, -2.7%, -2.1%, -2.7%, -18.4%
- CCCCS/C(=C(/C#N)C(N)=O)c1cc2c([nH]1)CCCC2
  -1.4%, ?, -1.0%, -1.6%, 3.0%, ?, 4.2%, 125.4%[activator]
- Cc1nn(-c2ccccc2)c(N2CCCC2)c1/C=N/NC(=O)c1cc2ccccc2cc1O
  -8.0%, -11.7%, -1.2%, -3.7%, 6.9%, 0.4%, 6.6%, 43.3%[activator]
- CC(C)C[C@H](NC(=O)NCc1ccc(F)cc1)C(=O)O
  -8.3%, -1.3%, -16.5%, 6.4%, -0.8%, -1.2%, -2.3%, 3.4%
- NC(=S)N/N=C/c1coc2ccc(F)cc2c1=O
  -5.6%, /, -6.4%, 8.4%, -0.9%, /, -3.6%, -1.7%
- COc1ccccc1CC(=O)Nc1ccccc1C(=O)O
  0.6%, /, -3.0%, ?, -3.7%, -6.6%, -2.4%, -7.0%
- CCOC1(c2ccccc2)OC(=O)c2ccccc21 (stereo unspecified)
  5.9%, 5.8%, 0.3%, -15.7%, -1.4%, -1.3%, -6.1%, 13.9%
- Brc1ccc(CNCc2cccs2)cc1
  -5.7%, 13.1%, -9.7%, -2.2%, -0.6%, -14.8%, -5.5%, 1.7%
- COc1ccc(C(=O)OCC(=O)NCc2ccccc2)c(OC)c1OC
  1.7%, -1.0%, i, -13.0%, -0.1%, -1.3%, -2.6%, -7.2%
- COc1ccc(OC)c(S(=O)(=O)NCc2ccccc2)c1
  -0.5%, -1.4%, -6.9%, 1.4%, -1.5%, 3.1%, 3.5%, 8.5%
- Cc1cccc(C)c1NC(=O)COC(=O)CCC(=O)c1cccs1
  -1.8%, /, -12.8%, -1.5%, -0.8%, -9.3%, -7.6%, -7.4%
- CCSC1(SCC)N=C(N)C2(C#N)C(c3ccccc3)NC3=C(CCC3)C12C#N (stereo unspecified)
  0.6%, /, i, -18.4%, -3.8%, ?, -6.8%, 5.9%
- CC(C)CCn1c(SCc2ccc(Cl)cc2)nc2c1c(=O)[nH]c(=O)n2C
  4.8%, -2.4%, -6.9%, -2.5%, 0.1%, ?, -6.4%, -21.2%
- COn1c(=O)c(-c2cccs2)[n+]([O-])c2ccccc21
  5.8%, -0.1%, 3.7%, ?, -5.3%, -6.3%, 0.3%, 3.0%
- COC(=O)CSc1nc2sc3c(c2c(=O)n1-c1ccccc1)CCN(C)C3
  -2.9%, -11.3%, 13.1%, ?, 0.7%, ?, -22.0%, 31.2%[activator]
- O=C(Nc1c(C(=O)O)oc2ccc(Br)cc12)c1ccccc1
  1.3%, 4.8%, -0.2%, 4.5%, 0.7%, 5.1%, 1.6%, 10.9%
- CCOc1ncccc1C(=O)Nc1ccccc1C(=O)NCc1ccc2c(c1)OCO2
  2.0%, 3.3%, -6.7%, /, -4.4%, 4.5%, -7.3%, 1.5%
- N/C(=N\OC(=O)C(c1ccccc1)c1ccccc1)c1ccccn1
  -1.2%, 0.4%, -2.4%, -1.8%, -0.5%, -11.2%, 4.9%, 3.3%
- CCc1ccc(-c2nn(CC(=O)NC3CCCC3)c3c2cnc2ccc(C)cc23)cc1
  0.6%, /, /, /, -7.5%, 1.5%, ?, /

Screening data: PubChem, National Center for Advancing Translational Sciences (NCATS)

Only part of the results is shown. The share of hits here may be higher or lower than overall.
